# Compound activity deposited in PubChem by several laboratories.
# CAL PDZ FP = CAL PDZ peptide-binding inhibitors, primary screen, biochemical, fluorescence polarization, Cer-tagged CAL PDZ, HTS; Golgi-associated PDZ and coiled-coil motif-containing protein (Homo sapiens), Q9HD26; purified CAL PDZ, TMR-peptide fluorescence polarization, 1 h; inhibition, % at 20 µM; 330,000 tested, 0.02% active;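 active = highest replicate inhibition of at least 40%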;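 also: plate controls were DMSO neutral control wells for no effect and unlabeled competitor peptide control wells for full effect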
#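 Material: tagged CAL PDZ protein CerCALP, purified; buffer or medium: sodium phosphate/NaCl buffer pH 7.4 with TCEP, IgG, Thesit; also added: fluorescent TMR peptide probe; schedule: 1 h incubation at room temperature before polarization reading; technique: fluorescence polarization from S- and P-plane intensities, G-factor corrected; control set: unlabelled peptide and DMSO controls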
# PfHsp90 set2 = growth inhibition of PfHsp90-expressing yeast, primary screen, antimalarial PfHsp90 inhibitor project, S. cerevisiae, BacTiter-Glo luminescence, single point, set 2. inhibition, % at 9.4 µM. 310,000 tested, 0.32% active. BacTiter-Glo ATP, 48 h; yeast lacking PDR1 and PDR3 efflux regulators. AID 504621, 2011;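 active = every replicate shows inhibition above about 80%, whatever the replicate mean, limit read from the data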;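 also: 0% = DMSO neutral controls and 100% = 20 µM radicicol positive controls; yeast relying on Plasmodium falciparum Hsp90 in place of its own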
# Ecoli viability = E. coli V3065 growth inhibition, primary screen, counter-screen for AddAB inhibitor project, absorbance, OD600 | 18 h | inhibition, % at 11.9 µM | 330,000 tested, 0.27% active | AID 449728, 2010;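 active = inhibition above the campaign's mean inhibition across all tested compounds plus 3 SD, cut at about 9.9% in these data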;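 also: uninfected addAB+ strain grown without phage in ampicillin broth; 0% = DMSO wells and 100% = ciprofloxacin 0.95 µg/ml wells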
# Wnt act = Wnt/beta-catenin pathway activators, primary screen, cell-based, plate reader, single point; Wnt/beta-catenin reporter cell assay, activator; activation, % at 9.35 µM; 300,000 tested, 1.2% active; AID 743398, 2014; in the data active = activation above about 30%, passing the limit was not always enough;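 also: 0% = neutral control wells and 100% = positive control wells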
# phage Ecoli inh = growth loss of phage-infected E. coli, primary screen, RecBCD inhibitor project, absorbance, with phage, HTS; 360,000 tested, 0.26% active; inhibition, % at 11.9 µM; AID 651602, 2012; in the data active = inhibition above about 11%
# DAGLB inhibitor = DAGLB lipase inhibitors, primary screen, biochemical, fluorescence, HTS; inhibition, % at 5.17 µM; Diacylglycerol lipase-beta (Homo sapiens), Q8NCG7; 340,000 tested, 0.059% active; HEK293T DAGLB membrane lysate, EnzChek fluorogenic substrate; in the data active = inhibition above about 34%;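 also: 0% = enzyme with vehicle and 100% = wells lacking enzyme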
# Target sequence (Q8NCG7 whole entry, looked up): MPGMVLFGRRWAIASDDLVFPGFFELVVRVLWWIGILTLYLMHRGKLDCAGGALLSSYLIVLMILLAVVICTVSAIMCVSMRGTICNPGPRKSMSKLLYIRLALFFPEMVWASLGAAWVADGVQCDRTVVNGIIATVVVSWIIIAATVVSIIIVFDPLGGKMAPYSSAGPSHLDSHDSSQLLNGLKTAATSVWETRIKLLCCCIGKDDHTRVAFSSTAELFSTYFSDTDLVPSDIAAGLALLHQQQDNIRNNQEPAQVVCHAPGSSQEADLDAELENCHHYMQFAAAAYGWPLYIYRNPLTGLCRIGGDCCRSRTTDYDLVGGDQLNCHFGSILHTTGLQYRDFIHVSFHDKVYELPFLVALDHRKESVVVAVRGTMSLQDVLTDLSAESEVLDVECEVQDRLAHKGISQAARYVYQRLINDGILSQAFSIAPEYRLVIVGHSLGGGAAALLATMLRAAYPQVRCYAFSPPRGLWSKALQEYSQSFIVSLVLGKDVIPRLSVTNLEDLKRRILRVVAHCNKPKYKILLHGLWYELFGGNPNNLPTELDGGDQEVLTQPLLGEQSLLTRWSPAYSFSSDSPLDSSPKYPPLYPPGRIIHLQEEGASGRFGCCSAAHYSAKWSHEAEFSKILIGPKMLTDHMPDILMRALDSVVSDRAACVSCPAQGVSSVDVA
# AddAB inh = growth inhibition of E. coli expressing H. pylori AddAB, primary screen, AddAB inhibitor project, absorbance. inhibition, % at 11.9 µM. 330,000 tested, 0.29% active; in the data active = inhibition above about 12%;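 also: 0% = vehicle wells of infected cells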
# Rtt109 Vps75 = inhibitors of C. albicans Rtt109/Vps75 HAT, primary screen, biochemical, ThioGlo CoA-SH fluorescence, plate reader; Histone acetyltransferase RTT109 (Candida albicans (strain SC5314 / ATCC MYA-2876)), …; inhibition, % at 34.9 µM; 330,000 tested, 0.16% active; AID 540336, 2011; purified Rtt109/Vps75, 4 h;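 active = inhibition of at least 50% in every replicate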
# Target sequence (Q5AAJ8 whole entry, looked up): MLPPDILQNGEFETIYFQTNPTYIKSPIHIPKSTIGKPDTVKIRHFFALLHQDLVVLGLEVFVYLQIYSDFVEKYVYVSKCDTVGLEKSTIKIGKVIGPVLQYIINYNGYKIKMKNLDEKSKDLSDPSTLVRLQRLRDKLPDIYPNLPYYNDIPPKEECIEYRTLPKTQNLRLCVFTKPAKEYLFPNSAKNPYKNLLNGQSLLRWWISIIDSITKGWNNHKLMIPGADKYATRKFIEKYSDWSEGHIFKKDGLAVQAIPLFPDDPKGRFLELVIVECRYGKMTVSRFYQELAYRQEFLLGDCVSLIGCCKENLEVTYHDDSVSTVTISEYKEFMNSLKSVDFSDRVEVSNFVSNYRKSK
# PvdQ acylase = P. aeruginosa PvdQ acylase inhibitors, primary screen, biochemical, fluorescence, plate reader and imaging, single point; inhibition, % at 10 µM; 340,000 tested, 0.063% active; purified PvdQ acylase; PvdQ acylase [Pseudomonas aeruginosa LESB58]; in the data active = inhibition above about 30%, passing the limit was not always enough;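 also: 0% = vehicle neutral wells and 100% = reference inhibitor wells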
# Tat transport = E. coli Tat export inhibitors, primary screen, MC4100, TorA-mCherry reporter, fluorescence, single point; inhibition, % at 10 µM; 340,000 tested, 0.036% active; AID 488895, 2010;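 active = mean replicate inhibition at least 50% and at least half of replicates individually reaching 50%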;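 also: exported cargo escapes ClpAP degradation while cytoplasmic cargo is degraded and loses fluorescence; 0% = median of neutral control wells and 100% = median of NaSCN control wells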
# An asterisk follows results filed as active; / = no result given. An excerpt. The share of hits here may be higher or lower than overall.
SMILES,CAL PDZ FP,PfHsp90 set2,Ecoli viability,Wnt act,phage Ecoli inh,DAGLB inhibitor,AddAB inh,Rtt109 Vps75,PvdQ acylase,Tat transport
CCC1CN1P1(=O)OCC(C)([N+](=O)[O-])CO1 (stereo not given),0.2,10.3,/,0.0,1.1,-2.5,/,1.0,0.8,2.0
COc1ccccc1NP1(=O)OCC(C)([N+](=O)[O-])CO1 (stereo not given),0.4,2.4,/,0.8,2.8,-1.1,/,-1.2,0.3,0.5
COc1cccc(CN2CCN(C(=O)Cc3ccccc3OC)CC2)c1,-0.9,-2.1,0.3,-1.9,1.3,-2.8,4.0,1.4,1.8,-5.9
N[C@H](CO)Cc1ccccc1,-1.2,-3.2,/,2.3,4.0,5.7,/,-0.1,-5.4,0.5
COC(=O)C1=C(c2ccc(-c3ccccc3)c(F)c2)C[C@@H]2CC[C@H]1N2C(=O)NCc1cc(C)oc1C(F)(F)F,0.0,-5.1,-0.2,-0.9,-4.0,-16.3,4.0,10.1,-11.6,-2.1
CC1=Nc2ccccc2/C1=C/c1c(O)[nH]c(=O)[nH]c1=O,-0.4,17.7,0.3,1.0,-2.7,1.8,1.4,4.7,-11.8,-8.8
O=c1c2cc(Cl)cc(Cl)c2nc(CN2CCOCC2)n1-c1ccccc1F,-0.6,-18.7,-1.3,-6.4,1.4,3.1,-1.5,-12.9,-14.2,-1.1
Cc1ccc(C)c(OCc2cc(C(=O)N3C[C@H]4C[C@@H](C3)c3cccc(=O)n3C4)no2)c1,-3.3,-5.4,-2.9,0.1,3.9,2.5,2.1,-2.2,-2.3,-3.7
CCCCNC(=O)c1c(N)n(CCCOC)c2nc3ccccc3nc12,-0.3,/,-0.9,/,1.4,0.5,2.1,-5.9,-19.9,19.8
CC12CC(O)C3C(CCC4=CC(=O)CCC43C)C1CCC2=O (stereo not given),1.2,10.3,/,1.0,3.3,1.3,/,1.3,-3.3,-0.6
O=C(CCc1nnc2ccc(NCc3ccc(F)cc3)nn12)N1CCC2(CC1)OCCO2,-2.7,-7.6,0.9,-0.7,-0.4,-1.1,4.9,-0.5,-5.1,4.1
O=c1[nH]c(=O)n(C2CCCCCC2)c(O)c1C=NC1CCN(Cc2ccccc2)CC1,-1.2,17.7,2.3,/,0.0,1.9,1.0,8.6,-5.6,-7.1
C=CCN(c1ccc(C(=O)N(CC)CC)cc1)S(C)(=O)=O,-2.6,1.8,0.4,/,-1.4,-0.7,0.9,-2.0,-13.3,1.8
Fc1cccc(CN2CCN(c3ccc(Cl)cc3)CC2)c1,-2.0,2.4,-1.0,-0.9,0.6,-11.9,-0.5,5.6,-1.1,10.2
O=C1NC(=S)NC(=O)C12C(c1ccccc1)NC(=S)NC2c1ccccc1 (stereo not given),-2.4,10.1,0.8,2.7,1.4,16.0,0.8,-1.4,-17.5,-7.1
COC(=O)C1=C(c2ccc(OCc3ccccc3)cc2)C[C@@H]2CC[C@H]1N2C(=O)NCc1ccccc1,-2.2,3.5,-0.5,-2.9,2.5,-9.7,2.0,6.2,-6.5,1.5
CC(C)Cc1[nH]c(=O)c(C#N)c2c1CCC2,-3.5,-7.9,2.5,-1.0,1.8,2.5,2.2,2.1,8.1,1.4
N#CCCn1cc(C(=O)Nc2ccccc2Cl)c(-c2ccc(F)cc2)n1,-0.5,18.9,0.7,0.4,1.3,-2.0,1.3,1.3,0.4,-14.9
COc1ccc2c(C)c(CC(=O)N3C[C@H]4C[C@@H](C3)c3cccc(=O)n3C4)c(=O)oc2c1C,-1.2,6.0,-4.7,-1.1,2.0,1.5,-0.2,-8.0,-3.9,-6.1
Cc1cc(=O)oc2c(C)c(OCC(=O)N3CCN(Cc4ccccc4)CC3)ccc12,0.0,-8.6,-1.2,0.3,0.6,2.8,1.5,22.4,7.3,-2.3
O=c1c(C=Nc2cccnc2Cl)c(O)n(CCCCl)c(=O)n1C1CCCCC1,-2.5,-9.6,-2.8,-9.9,1.7,-0.5,1.5,-0.7,1.0,-0.6
CCOP(=O)(Cc1cc(C#N)oc1C)OCC,-0.9,4.5,0.5,-3.8,1.2,1.3,3.9,2.3,-17.2,-8.6
CCOC(=O)CC(SP1(=S)OCC2(CCCCC2)CO1)C(=O)OCC (stereo not given),-0.9,/,/,-2.0,1.9,-20.6,/,-2.9,-12.4,-9.7
O=C(CNC(=O)OCc1ccccc1)Nc1ccc(Br)cc1C(=O)c1ccccc1Cl,-1.6,13.0,-0.3,-0.6,1.7,-12.2,1.8,-6.1,-12.7,1.1

# Limited to PvdQ acylase and DAGLB inhibitor, for some of the entries so far:
molecule	PvdQ acylase	DAGLB inhibitor
Fc1cccc(CN2CCN(c3ccc(Cl)cc3)CC2)c1	-1.1	-11.9
N[C@H](CO)Cc1ccccc1	-5.4	5.7
COc1ccc2c(C)c(CC(=O)N3C[C@H]4C[C@@H](C3)c3cccc(=O)n3C4)c(=O)oc2c1C	-3.9	1.5
Cc1cc(=O)oc2c(C)c(OCC(=O)N3CCN(Cc4ccccc4)CC3)ccc12	7.3	2.8

# (continued)
SMILES,CAL PDZ FP,PfHsp90 set2,Ecoli viability,Wnt act,phage Ecoli inh,DAGLB inhibitor,AddAB inh,Rtt109 Vps75,PvdQ acylase,Tat transport
CN1C(=O)C(=Cc2ccc(OCCN(C)c3ccccn3)cc2)C(=O)N(C)C1=O,-0.2,-4.5,0.7,-1.3,1.6,-1.5,5.2,-4.2,-25.7,-1.1
Cn1c(O)c(C=NCCOc2ccc(Cl)cc2)c(=O)n(C)c1=O,/,-7.3,0.3,-0.4,2.5,0.5,1.6,-1.4,7.9,-5.9
CC1(C)CN=C(Nc2ccc(F)c(F)c2)S1,0.6,-3.1,-0.8,3.1,0.4,-1.8,0.2,8.3,11.5,-4.8
CCCCn1c(O)c(C=NCCCN(CC)CC)c(=O)[nH]c1=O,/,5.8,0.1,/,0.9,-2.9,-1.0,-2.8,-2.9,-3.8
Cc1ccc(N2C(=O)NC(=O)/C(=C/c3cnc(-c4ccccc4)nc3)C2=O)cc1C,-0.2,10.2,-0.7,-0.1,2.4,5.5,-0.6,5.4,8.0,-3.0
Cc1cc(=O)oc2c(C)c(OCC(=O)N3CCC(C(=O)O)(c4ccccc4)CC3)ccc12,1.4,11.0,-1.7,-1.1,2.6,0.6,4.7,15.5,3.4,-2.1
CC(C#N)CCC#N (stereo not given),-0.2,-6.9,-1.8,9.6,2.0,-1.3,3.0,5.8,-17.2,-3.5
CCN(CC)C(=O)c1ccc(NC(=O)c2ccc3c(c2)NC(=O)CS3)cc1,0.3,1.7,3.1,-1.5,2.6,2.1,-1.1,13.4,16.4,-8.4
Cc1ccccc1NC1(C#N)CCCCC1,-3.0,-26.6,1.1,1.3,3.8,1.7,1.9,0.8,-6.1,3.6
O=C1C2CCCN2C(c2ccc(Cl)c(Cl)c2)N1c1ccccn1 (stereo not given),0.1,-9.1,0.9,-3.2,2.5,-2.0,4.6,0.2,-11.7,1.9
Cc1cc(OCCCC(=O)NCc2cccs2)ccc1Cl,-2.2,/,-1.8,3.4,5.5,-11.8,5.0,2.9,-5.3,-3.1
CN(C)C(=O)Oc1ccc2ccccc2c1Cl,0.3,/,-0.5,/,1.6,-4.5,0.7,1.6,-3.7,0.9
O=C(COc1ccccc1)NCCc1cnc[nH]1,-0.3,4.5,/,2.0,4.5,1.6,/,-12.9,-9.7,1.2
Cc1ccsc1C(=O)C1CCCN(Cc2cn(C)nc2C)C1 (stereo not given),-2.2,-4.8,-2.6,-1.5,2.8,-2.1,-2.3,15.0,6.0,-6.3
CC[C@@H](CO)NC(=O)[C@@H]1C=C2c3cccc4[nH]cc(c34)C[C@H]2N(C)C1,0.4,-18.2,/,-7.9,-0.7,0.2,/,8.3,-8.4,21.2
COc1ccc(CCn2c(O)c(/C=N/NC(=O)c3ccncc3)c(=O)[nH]c2=O)cc1OC,-1.7,-14.4,2.5,/,3.1,2.3,0.3,-4.8,12.5,-1.2
Cc1cc(/C=C2\C(=O)NC(=O)N(c3ccc(Cl)cc3)C2=O)c(C)n1-c1sc2c(c1C#N)CCCC2,-2.9,-2.6,-3.4,2.2,0.1,24.4,1.1,6.9,-14.4,-6.6
COc1ccc(OCC(=O)N2CCN(CC3CC4C=CC3C4)CC2)cc1 (stereo not given),-0.7,7.0,0.6,/,1.0,-3.8,0.9,-2.9,-4.9,-0.5
O=C1NC(=O)C(=Cc2cccc(OCCOc3ccccc3)c2)C(=O)N1,2.0,8.8,0.8,27.0,0.3,-0.3,-0.5,2.8,5.0,-3.7
CCC(C)n1c(O)c(C=NCCc2ccccc2)c(=O)[nH]c1=S (stereo not given),-1.1,1.4,1.2,5.9,0.1,4.1,1.4,3.6,11.0,14.0
COc1ccc(Cc2c(O)[nH]c(=S)[nH]c2=O)cc1,0.3,-2.4,/,0.7,-0.4,0.6,/,-6.8,-2.7,7.5
Cc1cccc(-n2c(-c3ccco3)nc3ccccc3c2=O)n1,-0.7,-15.0,0.6,/,1.9,-0.7,3.2,-2.1,-15.8,-4.6
Cc1cccc(NP(=O)(Oc2ccccc2F)Oc2ccccc2F)c1,0.0,-39.7,-1.0,-1.0,5.9,-1.4,3.1,-3.6,3.9,9.8
CC(Cc1cccs1)NCc1ccccc1 (stereo not given),0.4,12.0,-1.9,-1.1,3.2,-0.7,-2.5,5.4,-4.4,-1.8
c1ccc(N2C3C4CC(C5CCCC54)C32)cc1 (stereo not given),0.8,14.8,/,3.3,2.5,-4.2,/,2.6,-11.9,-9.6
CN(C)CP(=O)(O)CN(C)C=O,-1.5,-12.5,3.3,/,2.6,-2.4,3.6,-5.2,-13.9,-0.5
COc1cc(O)cc2c1cc([N+](=O)[O-])c1c(C(=O)O)cc3c(c12)OCO3,1.3,-7.3,-0.8,-1.9,4.2,0.8,2.3,3.1,-13.1,-0.1
ON1C2CCCCC2N(O)C1c1ccccc1F (stereo not given),0.9,1.0,-0.7,/,3.0,-2.6,0.6,-6.9,-3.1,-3.7
COC(=O)C1=C(c2cc3ccccc3o2)C[C@@H]2CC[C@H]1N2C(=O)NC1CCCCC1,-3.1,-4.3,-0.7,-3.0,3.1,-0.6,-0.7,4.4,-13.1,-8.7
C=CCn1c(O)c(C=NCCCOc2ccc(CC)cc2)c(=O)[nH]c1=S,-1.6,1.5,-1.7,/,4.1,1.3,-1.0,26.2,14.3,-5.2
CN(C)C(Cc1ccccc1)C(=O)c1c[nH]c2ccccc12 (stereo not given),-0.2,11.4,-1.4,3.6,1.9,4.0,-1.6,3.1,-2.4,22.9
